# Screening data (PubChem)
# hgDAF-12 ag: H. glycines DAF-12 receptor agonists, primary screen, cell-based, luminescence, HEK293, GAL4 fusion, UAS-luciferase. HEK293 GAL4-hgDAF12 UAS-luciferase reporter, agonist luminescence; normalized to butyrate control. hit rate 1.8% among 370,000. Nuclear hormone receptor DAF-12 (Heterodera glycines), GAL4 fusion. AID 687014, 2013. activation, % at 6.8 µM;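 active = activation above a cutoff set at the mean of all screened compounds plus 3 SD, cut at about 10% in these data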;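 also: 0% = DMSO wells and 100% = sodium butyrate wells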
# ssDAF12 agonist: S. stercoralis DAF-12 nuclear receptor activators, primary screen, cell-based, luminescence, HEK293, GRIP1 co-expression, lit1-tk-luc. activation, % at 6.8 µM. AID 652126, 2013. hit rate 1% among 370,000. HEK293 ssDAF-12/GRIP1 lit1-tk-luc reporter; % of 3 µM dafachronic acid response;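 active = activation above the mean over all tested compounds plus 3 SD, cut at about 0.9% in these data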;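 also: 0% = DMSO-only wells and 100% = 3 µM delta7-dafachronic acid wells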
# DAX1 inh-1: DAX1 (NR0B1) inhibitors on StAR promoter, primary screen, cell-based, luminescence, SF-1 (NR5A1), full-length DAX-1. inhibition, % at 6.8 µM. hit rate 1.1% among 370,000. HEK293T StAR-luciferase reporter, SF-1/DAX-1 repression relief. AID 652010, 2013;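 active = inhibition above the mean over all tested compounds plus 3 SD, cut at about 3.6% in these data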;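 also: 0% = DAX-1 cells with DMSO and 100% = cells lacking DAX-1 with DMSO; higher inhibition means more luminescence from relief of DAX-1 repression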
# SMARCA2 activ: SMARCA2 (BRM) function activators, primary screen, cell-based, luminescence, high throughput. MG213 cells, MMTV-luciferase reporter, dexamethasone, overnight. activation, % at 9.1 µM. hit rate 1% among 370,000; in the data active = activation above about 7.8%;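 also: 0% = vehicle wells and 100% = reference activator wells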
# hcDAF-12 act: H. contortus DAF-12 nuclear receptor activators, primary screen, cell-based, luminescence, HEK293, lit1-tk-luc reporter; HEK293 hcDAF-12 lit1-tk-luc reporter; 0% DMSO, 100% Δ7-dafachronic acid; activation, % at 6.8 µM; hit rate 1.4% among 370,000; AID 652067, 2013;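 active = activation above the mean of all tested compounds plus 3 SD, cut at about 5.5% in these data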;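 also: 100% = response to 3 µM Δ7-dafachronic acid high control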
# ADAM17 inh: ADAM17 inhibitors, primary screen, biochemical, QFRET. recombinant ADAM17, EDANS/DABCYL FRET peptide cleavage. hit rate 0.83% among 370,000. inhibition, % at 6.95 µM. Disintegrin and metalloproteinase domain-containing protein 17 (Homo sapiens), P78536;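 active = inhibition above the mean of compounds lying between control limits plus 3 SD, set per campaign, cut at about 8.5% in these data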;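 also: 0% = DMSO-only wells as the low control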
# Target sequence (P78536 215-824 limits assumed): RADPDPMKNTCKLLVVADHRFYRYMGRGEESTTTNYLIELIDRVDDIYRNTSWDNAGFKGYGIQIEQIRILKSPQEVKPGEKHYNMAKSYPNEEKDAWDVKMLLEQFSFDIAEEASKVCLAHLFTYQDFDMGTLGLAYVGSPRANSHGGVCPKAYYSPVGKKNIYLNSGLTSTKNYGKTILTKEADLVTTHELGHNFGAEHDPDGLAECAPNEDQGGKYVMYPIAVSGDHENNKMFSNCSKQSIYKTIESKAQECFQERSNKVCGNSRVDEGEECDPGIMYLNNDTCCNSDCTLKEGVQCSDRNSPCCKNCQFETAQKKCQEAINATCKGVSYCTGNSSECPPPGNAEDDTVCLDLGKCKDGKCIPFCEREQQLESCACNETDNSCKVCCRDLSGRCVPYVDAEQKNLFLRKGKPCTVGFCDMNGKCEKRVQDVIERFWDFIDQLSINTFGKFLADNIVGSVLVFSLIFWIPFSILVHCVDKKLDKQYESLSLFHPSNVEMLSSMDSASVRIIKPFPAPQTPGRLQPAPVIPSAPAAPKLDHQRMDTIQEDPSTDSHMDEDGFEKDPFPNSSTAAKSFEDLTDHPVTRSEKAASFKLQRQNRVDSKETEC
# DAX1 inh-2: DAX1 (NR0B1) inhibitors, primary screen, cell-based, HEK293, Gal4-DAX1, luciferase luminescence. inhibition, % at 6.75 µM. Nuclear receptor subfamily 0 group B member 1 (Homo sapiens), P51843. HEK293 Gal4-DAX1 luciferase reporter. hit rate 0.99% among 340,000. AID 504766, 2011;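 active = inhibition above the mean over all tested compounds plus 3 SD, cut at about 4.2% in these data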;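 also: 0% = DAX1-transfected cells with DMSO and 100% = empty-vector control cells with DMSO; inhibition shows as a rise in luminescence from relieved DAX1 repression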
# Target sequence (P51843 207-470 limits assumed): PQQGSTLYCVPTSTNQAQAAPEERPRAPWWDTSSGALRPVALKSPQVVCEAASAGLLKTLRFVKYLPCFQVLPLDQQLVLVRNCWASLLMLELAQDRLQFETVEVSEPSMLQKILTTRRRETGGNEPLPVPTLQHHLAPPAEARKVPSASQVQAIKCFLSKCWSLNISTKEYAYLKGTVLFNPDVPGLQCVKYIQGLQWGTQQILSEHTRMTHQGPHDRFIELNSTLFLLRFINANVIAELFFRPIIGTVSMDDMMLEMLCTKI
# NR1D1 modulator: modulators of Rev-erb alpha DNA binding, primary screen, biochemical, FITC-DNA, fluorescence polarization, uHTS | hit rate 0.79% among 370,000 | activity, % at 10 µM | Rev-erbα–FITC-DNA binding, 90 min | AID 1259318, 2017;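 active = activity above about 14%, limit read from the data; passing the limit was not always enough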;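 also: 0% = DMSO wells with 35 nM protein and 100% = DMSO wells with 750 nM protein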
# MBD2 DNA inh: inhibitors of MBD2 binding to methylated DNA, primary screen, biochemical, TR-FRET, DNA-binding domain, human; inhibition, % at 4.4 µM; AID 686964, 2013; MBD2 binding to methylated oligonucleotide; Methyl-CpG-binding domain protein 2 (Homo sapiens), Q9UBB5; hit rate 0.31% among 370,000; in the data active = inhibition above about 13%
# PLCg1 inh: PLC-gamma1 enzyme inhibitors, primary screen, biochemical, fluorescence, purified enzyme; 1-phosphatidylinositol 4,5-bisphosphate phosphodiesterase gamma-1 (Homo sapiens), P19174; fluorogenic substrate; inhibition, % at 12.2 µM; hit rate 0.84% among 370,000; in the data active = inhibition above about 9.5%
# PLC-beta3 inh: human PLC-beta3 inhibitors, primary screen, biochemical, fluorescence. 1-phosphatidylinositol 4,5-bisphosphate phosphodiesterase beta-3 (Homo sapiens), Q01970. inhibition, % at 12.2 µM. Purified PLC-beta3, fluorogenic substrate. hit rate 0.18% among 370,000; in the data active = inhibition above about 11%;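 also: 0% = median of compound wells on plate and 100% = full blocker control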
# Active calls of the source: *; . = no result given.
# The line under a structure holds: hgDAF-12 ag	ssDAF12 agonist	DAX1 inh-1	SMARCA2 activ	hcDAF-12 act	ADAM17 inh	DAX1 inh-2	NR1D1 modulator	MBD2 DNA inh	PLCg1 inh	PLC-beta3 inh
COc1ccc(S(=O)(=O)N2CC3CCCN3c3ccc(C(F)(F)F)cc32)cc1 (stereo not given)
    0.5	-1.1	-0.8	-2	0.0	2	-0.6	5	-3	-2	2
Clc1ccc(Nc2ncnc3ccc(Br)cc23)cc1
    2.8	-2.2	-1.1	-4	-1.7	-3	-1.3	24	3	-125	-196
O=C(c1cccc(C(=O)N2CCN(c3ccccc3F)CC2)c1)N1CCN(c2ccccc2F)CC1
    2.1	-1.0	0.0	0	-1.2	-5	-1.1	3	-1	1	3
CCN(CC)CCNCC1C(=O)O[C@@H]2C[C@@]3(C)CCC[C@H](C)C3=C[C@H]12 (stereo not given in full)
    -3.0	-1.1	-0.2	-3	-1.4	-5	-1.9	-1	3	-1	-8
COc1ccc(CC(N)c2csc(NC(=O)Nc3cccc(C(F)(F)F)c3)n2)cc1 (stereo not given)
    0.6	-0.8	0.2	-6	0.0	4	.	-3	-4	9	7
Cc1oc(CC(C)C)c(CN)c1C(=O)O
    2.0	-1.2	0.4	-1	-1.0	-2	0.0	-2	0	-3	-3
COC(=O)[C@H](C)NC(=O)N1CCC(Cc2ccccc2)CC1
    -0.1	-1.3	0.1	-2	-0.6	-2	0.1	-3	0	-1	-5
CCCn1c2ccccc2c2cnn(CC(=O)O)c(=O)c21
    -0.2	-0.9	0.3	-3	-0.9	-15	-0.6	0	4	-2	-14
CC(Sc1nnc(-c2ccccc2Br)n1-c1cccc(C(F)(F)F)c1)C(N)=O (stereo not given)
    -0.4	-0.8	0.0	2	-1.9	1	-0.8	4	0	8	4
S=C(NCCc1ccccc1)N1CCN(C2CCCCC2)CC1
    -3.5	-1.2	0.2	-4	1.5	-2	-0.5	-3	2	3	5
COc1ccc(C(=O)N[C@H](C(=O)Nc2ccc(OC)nc2)C(C)C)cc1
    1.7	-1.3	0.6	5	-1.0	2	-0.9	2	-1	4	4
COc1ccc(CCNC(=O)CC2Nc3ccccc3NC2=O)cc1OC (stereo not given)
    1.3	-0.6	-0.6	-1	-1.0	-9	-1.1	0	-1	-15	-23
CCC(CO)Oc1cc(NC(=O)c2cccc([N+](=O)[O-])c2)c2ncn(C(C)C)c2c1 (stereo not given)
    -1.3	-1.6	-1.1	0	-2.9	-1	0.8	3	1	5	-3
COc1ccc(S(=O)(=O)Nc2cc(C)ccc2OC)cc1C
    -1.4	-1.6	-0.6	0	-1.3	0	0.4	0	-5	1	0
Cn1ccc2c(-c3cncc4ccccc34)cc3c(c21)C1CCC3O1 (stereo not given)
    -2.1	-0.5	1.0	0	-0.7	-9	.	-1	1	-69	-96
CC(C)c1ccc(/C=C2\SC(=S)N(CC(=O)NCCCN3CCOCC3)C2=O)cc1
    1.0	-0.8	0.3	2	2.5	0	1.4	-3	1	-2	-7
Cn1c(Oc2ccc3c(c2)OCO3)nc2c1c(=O)n(Cc1ccccc1)c(=O)n2C
    7.3	-1.3	0.0	-2	0.1	4	-0.9	-2	3	-1	2
CSc1nc2nc(-c3cccs3)cc(C(F)(F)F)c2c(=O)[nH]1
    -1.9	-1.4	0.1	-4	1.9	-164	-0.5	1	1	-60	-112
COc1ccc(-c2nnc(SCCc3ccccc3)n2N)cc1
    1.6	-0.5	0.6	2	0.1	-1	-0.5	-2	1	-24	-26
CCN(CCNC(=O)CN1CCN(Cc2ccc(Cl)cc2)C1=O)c1ccccc1
    0.2	-1.5	-0.9	0	-1.5	0	-0.7	3	0	-3	-5
CCCCc1nc2cc(C(=O)N3CCN(c4cnccn4)CC3)ccc2o1
    -0.9	-0.8	-0.2	-1	-0.6	-22	0.2	-3	2	-33	-50
Cc1ncoc1C(=O)NCCC(c1ccccc1)c1ccccc1
    -3.6	-1.9	-2.7	3	-1.5	-2	-0.5	2	-4	1	-4
CCCCC(=O)NC(=S)NNC(=O)CC
    -3.1	-1.0	-0.5	-3	-1.5	-5	-0.2	-3	4	-2	0
COc1ccc2nc(NC(=O)C3CCCN(S(=O)(=O)c4c(C)noc4C)C3)sc2c1 (stereo not given)
    4.0	-0.7	0.1	-2	0.1	-3	-2.2	3	5	0	-4
COc1ccc(C)cc1S(=O)(=O)N(C)CC(=O)NC1CCCCC1
    0.1	-0.9	-0.6	2	-0.8	0	-0.1	1	-4	6	3
COc1ccccc1NS(=O)(=O)c1cc(C(=O)N2CCN(C/C=C/c3ccccc3)CC2)ccc1C
    -0.6	-0.7	-2.0	-1	-1.2	2	-0.5	-2	2	-1	-4
Nc1nnc(Sc2ncccc2[N+](=O)[O-])s1
    1.9	-0.5	-0.4	-2	-0.2	-3	0.4	-1	-4	2	-3
CC1(C)CN(c2ccccc2)C(=O)[C@H]1CC(=O)Nc1ccccc1
    -0.6	-0.4	-0.7	3	-1.5	0	0.7	-1	1	-3	0
CCn1cc([N+](=O)[O-])c(C(=O)Nc2cc(C)on2)n1
    3.4	-0.7	-0.5	1	-0.3	-1	-0.4	2	3	0	2
COc1cc(/C=N/N=C(/N)c2nonc2N)cc(Br)c1OCc1cccc(C)c1
    7.1	-1.1	-0.4	-7	-2.3	3	-0.5	-2	6	7	6
CCOc1ccc(NC(=O)CCN2C(=S)NC(C)(C)CC2C)cc1 (stereo not given)
    -1.5	-1.4	-0.6	3	-1.6	-3	-0.9	6	0	5	1
Cc1cc(Nc2ccc(F)c(Cl)c2)n2ncnc2n1
    2.3	-0.7	-0.3	1	-2.5	1	4.5*	4	-2	0	3
COC(=O)c1ccc(C2NC(=O)c3ccccc3O2)cc1 (stereo not given)
    -0.7	-1.1	0.3	3	-2.4	-12	0.5	3	3	3	-5
CC(C)(C)OC(=O)n1cc(CCO)c2ccccc21
    0.6	-0.8	-0.3	0	-2.0	-1	-0.6	-3	-1	-2	4
O=C1CCC(c2ccc3ccccc3c2)O1 (stereo not given)
    5.0	-0.8	-0.4	0	1.1	1	-0.5	-2	1	3	4
COc1cc(C(=O)N2CCN(c3ccccc3)CC2)c([N+](=O)[O-])cc1OC
    -2.6	-1.5	-0.2	-4	-0.9	4	-0.5	1	5	6	3
COc1ccccc1NC(=O)c1ccc2c(c1)CCN2S(C)(=O)=O
    -3.0	-2.1	-0.3	-2	-0.3	4	0.6	6	-1	1	-4
Cc1c[nH]c2cccc(-c3ccc(Cl)cc3)c12
    5.6	-0.3	-0.3	-3	2.8	-10	.	5	-5	-12	-18
Nc1nc(Cl)nc2c1ncn2[C@@H]1O[C@H](CO)[C@@H](O)[C@H]1O
    -2.7	-1.7	1.9	4	-5.0	-3	-0.9	-5	-4	-1	3
Cc1cc(C(=O)OCC(=O)c2cccs2)c2ccccc2n1
    0.2	-1.5	-0.5	1	-1.6	-4	0.2	2	-3	-3	-5
O=C(COc1ccc(Cl)cc1)NCCCNC(=O)c1cccnc1
    0.2	-1.3	-1.4	-2	-1.4	-1	-1.3	-5	3	-2	-7
CC(C)(C)OC(=O)N/N=C/c1cccn1-c1ccc([N+](=O)[O-])cc1
    -2.7	-1.5	-0.1	3	-0.7	0	2.8	3	-9	7	5
Cc1cc(F)ccc1S(=O)(=O)N1CCCOC1CNC(=O)C(=O)NCCCN1CCOCC1 (stereo not given)
    2.2	-0.9	0.4	0	-0.3	-2	1.8	-1	2	2	-6
COc1ccc(Cl)cc1N(C(=O)Nc1cccc(Cl)c1)C1=NCC(C)S1 (stereo not given)
    -0.5	-1.5	-0.2	-1	-0.4	-1	-1.1	7	4	4	6
CCOC(=O)c1cc2sc(C)cc2n1CC(=O)N1CCN(C(=O)c2ccco2)CC1
    -1.8	-1.0	-0.4	-2	-1.2	2	-1.6	5	1	1	4
Cc1ccc(S(=O)(=O)N(C)c2ccc(OCC(=O)Nc3nc4ccccc4s3)cc2)cc1
    -5.9	-2.0	-2.1	-6	-4.1	18*	-1.8	-8	2	5	4
CC(NC(=O)c1ccccc1F)c1nnc(SCC(=O)NC2=NCCS2)n1C (stereo not given)
    1.5	-0.9	0.2	-1	-2.4	-1	1.3	-3	-2	-1	-8
C#CCN(Cc1cccc(F)c1)C(=O)c1nnc2c3cc(F)ccc3n(S(=O)(=O)c3ccc(OC)cc3)c2n1
    0.3	-0.2	1.0	-3	1.4	4	.	9	-1	-3	-4
O=[N+]([O-])c1ccc(NN=C(c2ccccc2)c2ccccc2)nc1
    2.0	-0.8	-0.4	0	0.3	-3	-0.1	-8	1	2	-2
O=C(CSc1nnc(-c2cccnc2)n1Cc1ccco1)Nc1ccc(Cl)c(Cl)c1
    -1.4	-1.3	-0.6	-5	-4.1	4	.	-5	4	1	0
Cc1ccsc1C(=O)N1CCN(S(=O)(=O)c2cccc(F)c2)CC1
    -2.5	-0.5	-1.5	-2	-1.7	-5	-0.6	6	6	-3	-6
COC(=O)C1=C(C)N(Cc2ccccc2)C(=NCCCOC(C)C)N[C@H]1c1ccccc1
    -0.2	-1.0	-0.5	1	-2.5	-4	0.3	1	-5	-4	-5
COc1ccc(S(=O)(=O)NCc2ccco2)cc1N(C)S(=O)(=O)c1ccccc1
    -0.9	-1.0	1.1	-4	-1.4	-1	-1.1	-7	-5	3	3
O=C(NNC(=O)C1CCN(Cc2cccc(F)c2)CC1)c1cccs1
    -0.5	-1.3	-1.4	-1	-0.9	3	-0.1	0	-2	8	4

# An excerpt from above in order of their number in ssDAF12 agonist, falling.
SMILES	ssDAF12 agonist	DAX1 inh-1	SMARCA2 activ	hcDAF-12 act	ADAM17 inh	DAX1 inh-2	NR1D1 modulator	MBD2 DNA inh	PLCg1 inh	PLC-beta3 inh
O=[N+]([O-])c1ccc(NN=C(c2ccccc2)c2ccccc2)nc1	-0.8	-0.4	0	0.3	-3	-0.1	-8	1	2	-2
Cc1cc(F)ccc1S(=O)(=O)N1CCCOC1CNC(=O)C(=O)NCCCN1CCOCC1 (stereo not given)	-0.9	0.4	0	-0.3	-2	1.8	-1	2	2	-6
COc1ccc(S(=O)(=O)NCc2ccco2)cc1N(C)S(=O)(=O)c1ccccc1	-1.0	1.1	-4	-1.4	-1	-1.1	-7	-5	3	3
